# Screens (PubChem BioAssay)
# human PMI inhibitors – human PMI inhibitors, high substrate, primary screen, biochemical, fluorescence intensity, high mannose 6-phosphate (AID 1220); recombinant PMI enzyme, coupled fluorescence intensity; higher % means a stronger effect; inhibition, % at 20 µM; hits with a dose series show IC50 in µM; Mannose-6-phosphate isomerase (Homo sapiens); 0.66% of 190,000 active
# CSM14.1 death rescue – rescue of cells from ER stress-induced death, primary screen, 384-well, CSM14.1, thapsigargin, ATP luminescence (AID 1222). CSM14.1 thapsigargin-induced death rescue, ATP luminescence; higher % means a stronger effect. one-dose cellular ATP content (survival), % at 20 µM; EC50 in µM for titrated hits. 190,000 tested, under 10 active;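 active = EC50 below 50 µM in the dose-response confirmation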;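 also: death triggered by thapsigargin at about 15 µM added after 2 h compound pretreatment; cell ATP read after overnight thapsigargin exposure of roughly 18 to 22 hours; normalized against plate controls of thapsigargin alone and 5% DMSO vehicle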
# human PMI inhibition – inhibitors of human PMI, primary screen, biochemical, fluorescence intensity, coupled assay (AID 1209). purified PMI enzyme, coupled fluorescence intensity; higher % means a stronger effect. Mannose-6-phosphate isomerase (Homo sapiens). 0.42% of 190,000 active. inhibition, % at 20 µM, or IC50 in µM where a hit was titrated;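 also: plate controls were DMSO vehicle for no effect and wells lacking substrate for full effect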
# Myeloid diff MLP – induction of myeloid progenitor differentiation, primary screen, cell-based, flow cytometry, MLPCN library. calls only at 10 µM. ER-HoxA9 myeloid progenitors, lysozyme-GFP differentiation. 1% of 360,000 active;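 active = normalized GFP-positive differentiation at or above the plate's own cutoff, the solvent-only control mean plus 3 SD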;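 also: cells exposed to compound for four days before flow analysis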
# P. falciparum M17LAP – P. falciparum M17LAP inhibitors, primary screen, biochemical, fluorogenic H-Leu-NHMec substrate, 1536-well (AID 1619); Leucine aminopeptidase (Plasmodium falciparum (isolate 3D7)); recombinant M17LAP, H-Leu-NHMec fluorogenic kinetic assay; higher % means a stronger effect; inhibition, % at 30 µM; hits with a dose series show IC50 in µM; 0.38% of 220,000 active;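 active = compound inhibiting the enzyme by more than half at any dose during confirmatory dose-response retesting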;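 also: plate controls were full reaction with DMSO carrier for no effect and no enzyme background for full effect; strong numbers were not always called active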
# XIAP antagonists – XIAP antagonists, biochemical, IAP family, fluorescence polarization (AID 1018). E3 ubiquitin-protein ligase XIAP (Homo sapiens). XIAP BIR domain, fluorescence polarization peptide displacement; higher % means a stronger effect. displacement, % at 20 µM; hits with a dose series show IC50 in µM. 0.007% of 200,000 active; in the data active = displacement above about 50%; also: a part of the inactive calls stands beside numbers as strong as those of hits
# TNAP activators – human TNAP enzyme activators, primary screen, biochemical, luminescent, no phosphate acceptor, uHTS (AID 1001) | Alkaline phosphatase, tissue-nonspecific isozyme (Homo sapiens) | purified TNAP, luminescent activation assay, no phosphate acceptor; higher activation fold means a stronger effect | 0.03% of 200,000 active | activation fold at 20 µM; hits with a dose series show EC50 in µM; in the data active = activation fold from about 3, or a potency from the dose series; inactive = the rest, 99 in 100 with activation fold below about 1.6; also: many of its hits are not listed in these tables
# P. falciparum M1AAP – P. falciparum M1AAP inhibitors, biochemical, fluorogenic H-Leu-NHMec substrate, 1536-well (AID 1445); inhibition, % at 30 µM; hits with a dose series show IC50 in µM; recombinant M1AAP, H-Leu-NHMec fluorogenic kinetic assay; higher % means a stronger effect; Aminopeptidase N (Plasmodium falciparum (isolate 3D7)); 0.42% of 220,000 active;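 active = primary inhibition above the hit cutoff, then over 50% inhibition at one or more dose response concentrations, cut at about 23% in these data, passing the limit was not always enough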;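 also: plate controls were DMSO full reaction for no effect and no enzyme background for full effect; strong numbers were not always called active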
# LYP inhibition – inhibitors of LYP phosphatase, biochemical, fluorescence intensity, uHTS (AID 1779) | 0.054% of 290,000 active | inhibition, % at 11.5 µM, or IC50 in µM where a hit was titrated | recombinant LYP phosphatase, fluorescence intensity; higher % means a stronger effect;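 also: plate controls were vehicle with enzyme for no effect and no enzyme for full effect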
# Myeloid diff MLP GFP+ MAC1+ % – recorded beside Myeloid diff MLP, whose call it bears; GFP+ MAC1+ double positive, %; measured here: differentiation confirmed by MAC1 staining
# Active calls of the source: *; i = inactive; . = no result given. Rule as the data show it, unless noted: active = inhibition above about 50%; inactive = the rest. Outcome played no part in choosing rows, and some 2.7% of all compounds hit somewhere here.
SMILES,human PMI inhibitors,CSM14.1 death rescue,human PMI inhibition,Myeloid diff MLP,Myeloid diff MLP GFP+ MAC1+ %,P. falciparum M17LAP,XIAP antagonists,TNAP activators,P. falciparum M1AAP,LYP inhibition
N#CC(C(=O)NC1CC1)c1nc2ccccc2nc1N1CCCC1 (stereo not drawn),-10.3%,-1.9%,-18.1%,i,1.2,39.5%,-22.4%,0.9,-4.5%,-3.0%
Nc1cccc(S(=O)(=O)Nc2ccc(SC(F)F)cc2)c1,.,.,.,i,0.5,-7.8%,.,.,1.9%,-4.2%
Cc1ccc(N2C(=O)C3ON(c4ccccc4)C(c4ccncc4)C3C2=O)cc1 (stereo not drawn),-8.5%,-2.1%,4.8%,i,0.3,2.0%,-5.8%,1.1,-0.5%,-6.8%
NC(=O)c1ccsc1NC(=O)COC(=O)COc1ccccc1F,3.1%,-1.1%,11.4%,i,0.9,-7.5%,-4.7%,1.1,2.8%,-6.3%
O=C(COc1ccc(S(=O)(=O)N2CCOCC2)cc1)Nc1ccc2c(c1)OCCO2,11.4%,-2.1%,10.4%,i,4.6,2.1%,-6.6%,1.1,-1.9%,-4.8%
CCOc1cc(C)c(Cl)cc1S(=O)(=O)N1CCCC1,8.0%,.,10.5%,i,1.0,4.1%,-1.6%,1.2,2.7%,1.0%
O=S(=O)(NCC1OCCc2ccccc21)c1ccccc1 (stereo not drawn),2.7%,-2.8%,6.3%,i,0.7,1.1%,-2.5%,1,-5.3%,-2.4%
CC1CCc2nc(NC(=O)Nc3ccc4c(c3)OCO4)sc2C1 (stereo not drawn),30.0%,-2.0%,21.5%,i,0.2,6.9%,-6.6%,1,8.5%,-0.4%
COC(=O)NNC(=O)c1ccccc1C,2.2%,2.5%,14.1%,i,8.3,-0.7%,-3.2%,1.1,-2.7%,-4.2%
CCC(C)NC(=O)c1c(N)n(/N=C/c2ccccn2)c2nc3ccccc3nc12 (stereo not drawn),11.2%,-0.4%,8.6%,i,0.6,-4.5%,-3.3%,1,5.8%,4.0%
COc1ccc(N/C=C/C(=O)c2sc(-c3ccccc3)nc2C)cc1,7.9%,-0.8%,10.5%,i,1.2,8.3%,-1.0%,0.9,-1.5%,0.3%
COc1ccc(/C=N/NC(=O)CCc2nc3ccccc3[nH]2)cc1,-8.2%,-2.4%,-10.7%,i,1.3,8.6%,-5.8%,1,1.4%,3.1%
Cc1ccc(C)c(NC(=O)Cc2csc(-c3ccccc3)n2)c1,26.5%,-0.8%,11.4%,i,0.5,0.9%,80.6%,1.2,-2.5%,-4.8%
Cc1nc(NC(=S)NC(=O)c2cccs2)ccc1Br,-5.7%,-5.0%,-1.7%,i,0.5,8.1%,1.8%,0.8,-5.0%,-1.5%
COc1cc(-c2cc(C(=O)O)c3cc4c(cc3n2)OCCO4)cc(OC)c1OC,-7.7%,-2.7%,0.9%,i,1.6,25.6%,-17.9%,1.1,9.6%,-0.4%
CCC(Sc1nc2n[nH]c(C)c2c(=N)n1-c1cccc(Cl)c1C)C(=O)N(CC)CC (stereo not drawn),5.3%,-1.1%,2.8%,i,4.4,-1.4%,-8.5%,1.1,3.2%,-5.4%
CCN1CCC[C@H]1CNC(=O)c1c(O)c(Cl)cc(Cl)c1OC,13.9%,-1.9%,-8.7%,i,1.0,-6.4%,-8.3%,1.1,0.6%,-7.0%
CCOC(=O)c1c(NC(=O)c2nn(C)cc2[N+](=O)[O-])sc(C)c1C,-5.7%,4.9%,-3.6%,i,0.7,-4.2%,-2.4%,1.1,0.2%,-2.2%
COc1ccccc1-n1nc(C(=O)Nc2ccc3c(c2)OCO3)c2ccccc2c1=O,0.7%,-2.3%,10.8%,i,1.5,3.4%,0.9%,1.1,-0.7%,-2.9%
O=C(COC(=O)C1=COCCO1)Nc1ccccc1Oc1ccccc1,-1.4%,.,-1.8%,i,1.5,-2.5%,-0.3%,1,4.3%,-5.9%
CCn1c(=O)c(C(=O)NCc2ccc(OC)cc2)c(O)c2ccccc21,-2.7%,-3.5%,0.8%,i,0.3,5.9%,-0.4%,1.1,-1.3%,-2.9%
CCOc1cccc(C=Nc2cc(C)cc(C)c2O)c1O,7.0%,-1.0%,9.9%,i,9.2,10.7%,-10.1%,1.1,12.8%,-3.1%
CC(C)C1Nc2ccc(S(N)(=O)=O)cc2C2C=CCC21 (stereo not drawn),-78.9%,.,-35.1%,i,0.0,5.7%,-1.8%,1.1,12.6%,0.7%
COC(=O)c1cc2c(s1)CS(=O)C2 (stereo not drawn),-9.0%,-0.7%,-10.8%,i,6.6,-5.5%,-9.9%,1.1,-1.2%,-5.3%
S=C1NC[C@H](c2ccccc2)N1CC1CCCCC1,-1.1%,-0.4%,10.0%,i,1.5,-7.1%,-3.0%,1,1.7%,-5.9%
CCOc1ccc(C2c3[nH]c4ccccc4c3CCN2C(=O)Cn2cncn2)cc1 (stereo not drawn),4.3%,4.3%,20.0%,i,0.4,6.6%,-3.5%,1.2,3.3%,-2.3%
OCC1CCCCN1C(=S)Nc1cccc(Cl)c1 (stereo not drawn),2.8%,-0.1%,2.8%,i,0.3,-3.7%,-1.2%,1.1,-2.6%,-9.2%
Cc1ccc(Nc2nc3nonc3nc2N(C)C)cc1,-4.1%,-1.4%,-3.5%,i,0.9,12.8%,-2.4%,1.1,11.9%,3.9%
CCOC(=O)N1CCN(C(=O)CN(C2CCCCC2)S(C)(=O)=O)CC1,-2.4%,-1.9%,10.1%,i,0.3,15.9%,-2.3%,1.1,0.9%,-12.4%
Cc1cccc(-n2c(Cn3nc(C)c([N+](=O)[O-])c3C)n[nH]c2=S)c1,1.4%,-0.4%,1.1%,i,1.4,-4.0%,-5.5%,1,7.1%,-1.1%
O=C(CC(CC(=O)c1ccccc1)C(=O)O)c1ccccc1,-14.0%,-2.3%,-6.8%,i,0.6,39.2%,-5.8%,1.1,13.8%,-2.0%
CCOC(=O)c1cn(CC2CC2)c2cc(F)c(F)cc2c1=O,10.4%,-0.6%,15.6%,i,0.3,-3.0%,-8.1%,1,-1.1%,-4.5%
COc1ccc2c(c1)c(CC(=O)OCC(N)=O)c(C)n2C(=O)c1ccc(Cl)cc1,.,.,.,i,0.5,-0.1%,.,.,3.8%,2.9%
O=c1ccc(Oc2nc(N3CCOCC3)nc(N3CCOCC3)n2)n[nH]1,2.1%,1.9%,0.5%,i,1.8,4.3%,-5.3%,1,6.3%,-5.6%
CC(/C=N\NC(=O)CN1CCN(Cc2ccccc2)CC1)=C\c1ccco1,9.7%,-1.1%,-13.2%,i,0.4,18.8%,-0.9%,1.3,5.6%,-6.3%
COc1ccccc1/C=C/C=N/NC(=O)CN1CCN(S(=O)(=O)c2ccc(C)cc2)CC1,10.0%,-0.2%,17.4%,i,1.0,4.2%,-2.1%,1.4,5.3%,8.8%

# Next section, overlapping the part above by 3 compounds.
SMILES,human PMI inhibitors,CSM14.1 death rescue,human PMI inhibition,Myeloid diff MLP,Myeloid diff MLP GFP+ MAC1+ %,P. falciparum M17LAP,XIAP antagonists,TNAP activators,P. falciparum M1AAP,LYP inhibition
O=c1ccc(Oc2nc(N3CCOCC3)nc(N3CCOCC3)n2)n[nH]1,2.1%,1.9%,0.5%,i,1.8,4.3%,-5.3%,1,6.3%,-5.6%
CC(/C=N\NC(=O)CN1CCN(Cc2ccccc2)CC1)=C\c1ccco1,9.7%,-1.1%,-13.2%,i,0.4,18.8%,-0.9%,1.3,5.6%,-6.3%
COc1ccccc1/C=C/C=N/NC(=O)CN1CCN(S(=O)(=O)c2ccc(C)cc2)CC1,10.0%,-0.2%,17.4%,i,1.0,4.2%,-2.1%,1.4,5.3%,8.8%
COc1ccc(/C=C/C(=O)OCC(=O)c2ccc3c(c2)NC(=O)CO3)c(OC)c1,.,.,.,i,0.2,6.9%,.,.,4.8%,-2.1%
O=C(c1cc2ccccc2o1)c1nc2c(n1O)CCCCC2,6.2%,-3.1%,7.1%,i,1.1,52.0%,-2.9%,1,15.4%,-5.1%
COC(=O)c1cccc2nc3c(C(C)O)cccc3nc12 (stereo not drawn),.,.,.,i,1.4,3.4%,.,.,-3.4%,-6.6%
CCCCSc1nc(C)nc2c1c(=O)n(C)c(=O)n2C,-0.3%,.,-1.0%,i,1.3,0.1%,-7.0%,1,9.7%,-0.7%
Cc1ccc(NC(=O)c2nc[nH]c2C(=O)N2CCC(C)CC2)cc1,.,.,.,i,2.2,-8.6%,.,.,0.1%,-6.4%
COc1ccc(N2CCN(C(=S)NC(C)c3ccccc3)CC2)cc1 (stereo not drawn),27.0%,.,7.7%,i,1.1,0.8%,-2.5%,1,11.4%,0.5%
O=c1c2ccsc2ncn1Cc1ccc(Cl)cc1,12.3%,3.8%,8.8%,.,.,7.6%,-4.3%,1,-1.4%,-10.8%
O=C(COC(=O)CCS(=O)(=O)c1ccc(Cl)cc1)NCCc1ccccc1,17.3%,0.4%,13.7%,i,1.5,-0.6%,-2.3%,1.1,14.2%,-2.6%
CCOc1ccc(CNC(=O)c2ccc(Sc3ccc(Cl)cc3)c(NC(C)=O)c2)cc1,3.4%,2.7%,3.6%,i,0.6,2.0%,-5.8%,1,9.4%,-1.2%
N#Cc1c(-c2ccccc2)cc(-c2ccccc2)nc1SCC(=O)NCC(=O)O,.,.,.,i,1.0,-2.4%,.,.,9.6%,2.3%
COc1cccc(CN=C2Nc3ccccc3CS2)c1,-2.7%,0.2%,0.4%,i,0.4,1.4%,-6.1%,1.1,7.9%,-0.9%
O=C(O)Cn1nc(-c2ccc(F)cc2)oc1=O,-5.6%,-1.0%,-10.3%,i,0.1,8.9%,0.4%,1.1,-11.8%,-9.2%
O=C1CC(c2ccccc2F)c2cc3c(cc2N1)CCC3 (stereo not drawn),4.7%,-0.3%,7.8%,i,8.3,8.3%,-4.9%,1.1,-1.1%,-0.8%
Nc1c([N+](=O)[O-])cnnc1-c1ccccc1,4.1%,-2.2%,0.0%,i,0.3,-9.7%,-5.7%,1.1,8.6%,-1.3%
CC(C)N1CCC2(CC1)C(C#N)=C(N)NC(S)=C2C#N,44.7%,-0.4%,40.6%,.,.,-1.2%,-4.7%,5.8*,12.9%,-5.0%
COC1=C/C(=C/c2c(N)n3cc(C)sc3nc2=O)C=CC1=O,20.0%,-1.5%,0.3%,i,2.4,-9.4%,-2.2%,0.8,18.6%,3.1%
O=C(O)c1ccc(Nc2nc(-c3ccccc3)cs2)cc1,2.8%,-1.4%,-3.0%,i,0.0,33.3%,-2.6%,1.1,13.4%,2.5%
O=C(Nc1cccc([N+](=O)[O-])c1)Nc1cccs1,1.1%,-4.2%,-1.2%,i,0.7,14.1%,-5.3%,1,10.1%,-3.5%
